# From PubChem BioAssay
# dFosB act: mouse delta FosB homodimer activation; 340,000 compounds, 0.99% hits; P13346; AID 493131; purified delta FosB, TAMRA-CDK5 oligo fluorescence polarization; percent of positive-control signal above neutral wells; activation, % at 25 µM;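 active = mean activation above about 17%, with every replicate also reaching it, limit read from the data, passing the limit was not always enough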;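 note: fluorescence polarization rise as delta FosB binds a TAMRA Cdk5 AP-1 oligo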
# CDK5 inh: CDK5/p35 (human) kinase inhibition. 330,000 compounds, 0.01% hits. inhibition, % at 10 µM. Recombinant CDK5/p35, ADP-Glo luminescence, 60 min. Q00535+Q15078;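 active = highest replicate inhibition of at least 50% and at least 75% of replicates reaching 50%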;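 note: plate controls were DMSO neutral control for no effect and GW8510 at 10 µM for full effect; many of its hits are not listed in these tables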
# Target sequence (Q00535 whole entry, looked up): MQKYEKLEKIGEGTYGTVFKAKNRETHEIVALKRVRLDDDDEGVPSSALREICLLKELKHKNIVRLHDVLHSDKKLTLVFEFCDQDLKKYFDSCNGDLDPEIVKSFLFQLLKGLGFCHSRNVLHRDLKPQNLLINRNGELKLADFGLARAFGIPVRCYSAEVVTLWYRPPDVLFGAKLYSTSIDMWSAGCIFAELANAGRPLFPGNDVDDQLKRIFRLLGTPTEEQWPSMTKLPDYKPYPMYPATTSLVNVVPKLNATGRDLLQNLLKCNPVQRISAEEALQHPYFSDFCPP
# Target sequence (Q15078 whole entry, looked up): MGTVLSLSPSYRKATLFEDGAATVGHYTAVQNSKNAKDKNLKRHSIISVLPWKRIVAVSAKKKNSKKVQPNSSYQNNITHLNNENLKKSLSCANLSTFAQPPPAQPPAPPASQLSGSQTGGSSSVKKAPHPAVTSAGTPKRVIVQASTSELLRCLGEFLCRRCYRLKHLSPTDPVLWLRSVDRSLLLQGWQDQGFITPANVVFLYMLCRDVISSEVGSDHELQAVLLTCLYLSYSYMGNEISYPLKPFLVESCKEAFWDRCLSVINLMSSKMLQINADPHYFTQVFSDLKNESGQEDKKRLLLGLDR
# V-ATPase pHluor: regulators of yeast V-ATPase proton transport | 350,000 compounds, 0.37% hits | response, % at 10 µM | S. cerevisiae, pHLuorin cytosolic pH fluorescence | AID 504577; in the data active = response mostly above about 7.3%, no sharp cut-off; inactive = mostly below about 5.4%; note: actives read high; inactives centre near 0; some compounds called inactive have numbers as strong as hits; reference of the scale not given here
# HTR5A inv ctr: HTR5A inverse agonism, opioid heterodimer counter-screen; AID 504634; P47898; 340,000 compounds, 0.083% hits; inhibition, % at 9.3 µM; HTR5A cell line, luminescence; in the data active = inhibition mostly above about 23%, no sharp cut-off; inactive = mostly below about 18%;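 note: 0% = cells with DMSO and 100% = no-cell wells with DMSO; some compounds called inactive have numbers as strong as hits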
# SR-BI DiI inh: blocks mouse SR-BI lipid uptake from DiI-HDL; Q61009; ldlA[mSR-BI] CHO cells, DiI-HDL uptake fluorescence, 3 h; inhibition, % at 12.5 µM; 320,000 compounds, 0.96% hits;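 active = mean replicate inhibition of at least 70% and a set share of replicates each scoring 70 or more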;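 note: 0% = median of neutral control wells and 100% = median of positive control wells; values of inactives mirror those of a sister screen read the other way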
# MITF act: increases MITF-driven TRPM1 promoter luciferase signal | 300,000 compounds, 0.75% hits | activation, % at 12.5 µM | SK-MEL-5 TRPM1-promoter luciferase, 24 h; % of positive control, neutral wells = 0;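 active = mean activation of at least 80% with every replicate also reaching 80%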;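 note: 0% = neutral control wells and 100% = parthenolide positive control wells; values of inactives mirror those of a sister screen read the other way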
# Wnt act: Wnt/beta-catenin pathway activation. 300,000 compounds, 1.2% hits. activation, % at 9.35 µM. Wnt/beta-catenin reporter cell assay, activator, plate reader; in the data active = activation above about 30%, passing the limit was not always enough;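 note: 0% = neutral control wells and 100% = positive control wells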
# HTR5A ag: counter-screen for OPRM1-OPRD1 agonists: human HTR5A agonism. P47898. HTR5A agonist assay, luminescence, cell-based. AID 504692. activation, % at 9.3 µM. 340,000 compounds, 0.61% hits; in the data active = activation mostly above about 9.5%, no sharp cut-off; inactive = mostly below about 7.6%;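 note: 0% = cells with vehicle only and 100% = reference agonist; strong numbers were not always called active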
# NSD2 HMT inh: inhibitors of human histone methyltransferase NSD2 | O96028 | NSD2 peptide methylation, AlphaScreen, 120 min | inhibition, % at 12.5 µM | 310,000 compounds, 0.54% hits | AID 743445; in the data active = inhibition above about 50%
# PvdQ inh: P. aeruginosa PvdQ acylase inhibition. purified PvdQ acylase, fluorescence plate reader. 340,000 compounds, 0.063% hits. inhibition, % at 10 µM; in the data active = inhibition above about 30%, passing the limit was not always enough;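 note: 0% = vehicle neutral wells and 100% = reference inhibitor wells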
# Starred values were filed as active, the others as inactive; / = not tested or not shown; & = joins results of further samples.
SMILES,dFosB act,CDK5 inh,V-ATPase pHluor,HTR5A inv ctr,SR-BI DiI inh,MITF act,Wnt act,HTR5A ag,NSD2 HMT inh,PvdQ inh
COc1cccc(-c2ccc(NC(=O)C3CCCN(Cc4cnc(N(C)C)s4)C3)cc2)c1 (centres undefined),-9,3.0,0,-26,47,16,2,4,2,-10
CN(CCOc1ccccc1)CC(O)COCc1ccccc1F (centres undefined),-1,1.9,0,12,-19,-14,1,-3,/,-8
COc1cccc(NC(=O)CC2C(=O)NC3CCCCC3N2C(=O)c2ccccc2)c1 (centres undefined),-6,-3.9,0,4,6,7,5,-1,0,-9
CC(C)[C@H](NC(=O)N1c2ccccc2NC(=O)[C@@H]1C(C)C)C(=O)N[C@@H](C(=O)O)c1ccccc1,-10,-2.3,1,-17,-9,-6,0,-1,/,-12
CCC(c1nnnn1C1CCCCC1)N(Cc1ccco1)Cc1cc2ccc(OC)cc2[nH]c1=O (centres undefined),2,-0.5,-1,-5,8,-8,-1,2,0,7
CCOc1cccc(C2C(C(=O)c3ccc(C)o3)=C(O)C(=O)N2Cc2ccncc2)c1 (centres undefined),8,-1.2,3,25,-17,-10,/,4,0,0
Cc1ccc(S(=O)(=O)N2CCN(C(=O)COC(=O)CCOc3ccc(C(C)(C)C)cc3)CC2)cc1,-20,-0.8,-3,-3,0,-12,-2,-5,0,-4
COCc1ccccc1C1=CC(=O)C[C@H](c2ccc(OC)cc2)C1,-8,-3.7,0,-6,10,0,-3,2,/,-15
O=C(/C=N/O)NCC1CCNCC1,-1,1.3,1,8,13,0,/,1,0,-8
O=c1c2ccccc2nnn1CSc1nnc(-c2cccnc2)n1-c1ccccc1F,-8,2.1,4,-2,-10,13,2,1,0,1
CCOc1ccc(N2C(=O)Nc3ccc(Br)cc3C2(O)C(=O)NCCCN(C)C)cc1 (centres undefined),-1,-0.1,5,5,-22,5,14,-1,1,-20
Cc1cc(N2C(=O)c3ccc(C(=O)Nc4ccccc4O)cc3C2=O)no1,7,-1.0,6,22,-7,16,1,0,0,-1
CC(C)(C)c1ccc(/C=C2\CCn3c2nc2cc(C(=O)O)ccc2c3=O)cc1,2,1.2,-1,-12,-15,3,/,3,/,7
Cc1ccccc1OCC1CN(CN2CCOCC2)C(=O)O1 (centres undefined),-7,-1.3,-1,-59,-7,-5,-1,-4,11,-14
CCCCn1c(=O)c(CCC(=O)OCC(=O)Nc2cccc3ccccc23)nc2ccccc21,-3,-1.9,-3,27,-7,7,-2,-11,0,-2
O=C(NCc1nnc(SCC(=O)N2CCCC2)o1)c1c(F)cccc1Cl,2,0.0,0,-6,1,-3,-4&-3,1,-1,-15
O=C(COC(=O)c1ccccc1C(=O)N1CCN(c2ccccc2)CC1)NCc1ccccc1,-4,0.2,-1,-1,0,-12,0,0,1,-12
CCCCn1c(SCC(=O)N2CCC(C)CC2)nc2ccsc2c1=O,-11,-0.7,-2,-2,20,-4,0,1,-1,5
COc1ccc(NC2=NCC(=O)N2c2ccccc2)c(OC)c1,8,0.1,-5,0,-2,-3,/,2,34,-1
CCC(=O)N1N=C(c2ccc(NS(=O)(=O)CC)cc2)CC1c1ccc(C)cc1 (centres undefined),-7,1.0,2,6,56,27,2,0,1,10

# Looked up by structure from the entries so far:
SMILES,dFosB act,CDK5 inh,V-ATPase pHluor,HTR5A inv ctr,SR-BI DiI inh,MITF act,Wnt act,HTR5A ag,NSD2 HMT inh,PvdQ inh
COc1cccc(NC(=O)CC2C(=O)NC3CCCCC3N2C(=O)c2ccccc2)c1 (centres undefined),-6,-3.9,0,4,6,7,5,-1,0,-9
O=C(COC(=O)c1ccccc1C(=O)N1CCN(c2ccccc2)CC1)NCc1ccccc1,-4,0.2,-1,-1,0,-12,0,0,1,-12

# A second format for part of the listing above.
O=c1c2ccccc2nnn1CSc1nnc(-c2cccnc2)n1-c1ccccc1F
- dFosB act = -8
- CDK5 inh = 2.1
- V-ATPase pHluor = 4
- HTR5A inv ctr = -2
- SR-BI DiI inh = -10
- MITF act = 13
- Wnt act = 2
- HTR5A ag = 1
- NSD2 HMT inh = 0
- PvdQ inh = 1

CCOc1ccc(N2C(=O)Nc3ccc(Br)cc3C2(O)C(=O)NCCCN(C)C)cc1 (centres undefined)
- dFosB act = -1
- CDK5 inh = -0.1
- V-ATPase pHluor = 5
- HTR5A inv ctr = 5
- SR-BI DiI inh = -22
- MITF act = 5
- Wnt act = 14
- HTR5A ag = -1
- NSD2 HMT inh = 1
- PvdQ inh = -20

# Copied from the list.
# Entry for `CN(CCOc1ccccc1)CC(O)COCc1ccccc1F` (centres undefined) under dFosB act: -1
# Entry for `O=C(NCc1nnc(SCC(=O)N2CCCC2)o1)c1c(F)cccc1Cl` under NSD2 HMT inh: -1

# Later entries:
SMILES,dFosB act,CDK5 inh,V-ATPase pHluor,HTR5A inv ctr,SR-BI DiI inh,MITF act,Wnt act,HTR5A ag,NSD2 HMT inh,PvdQ inh
CCOc1ccc(/C=N/N2C(=O)C(CC(=O)Nc3ccc(F)cc3F)SC2=NC)cc1OC (centres undefined),26*,-2.3,1,1,17,-33,-3,1,0,-9
CC1(C)CC(NC(=O)COc2ccc3c4c(c(=O)oc3c2)CCCC4)CC(C)(C)N1,-17,-2.0,4,-3,-10,-2,-2,1,8,-10
CCOc1ccc(NS(=O)(=O)c2ccc3c(c2)CCN3C(=O)C2CCC2)cc1,-7,1.2,0,-8,-13,-9,/,4,-3,-6
CCOC(=O)c1c(C)oc2c1c(C=NCC1CCCO1)c(O)c1ccccc12 (centres undefined),6,-0.3,1,-11,7,1,3,13,99*,5
COC(=O)CN(C)C(=O)c1ccccc1OC1CCN(S(C)(=O)=O)CC1,4,-0.3,0,-13,-12,6,4,-2,0,-6
CC(CC(=O)Nc1cccc(S(=O)(=O)N2CCCCC2)c1)c1ccccc1 (centres undefined),-6,-0.2,1,-9,33,-15,1,4,-2,-9
COc1c(Cl)cnn(-c2cccc(C)c2)c1=O,-7,-1.9,3,-6,9,/,0,2,0,-8
O=C(OCC(=O)N1CCCCC1)c1n[nH]c(=O)c2ccccc12,-5,1.3,-9,2,-23,-11,-1,3,0,-9
